BH1578 lux ind = quorum light induction in luxS cqsA deficient V. cholerae | 0.16% of 350,000 active | V. cholerae BH1578 lux reporter, luminescence, 6 h | AID 588436 | activation, % at 18.7 µM; in the data active = activation mostly above about 9.7%, no sharp cut-off; also: not every result past the cut was called active; inactives centre near 0; reference of the scale not given here
Y pestis TopoI = blocks Yersinia pestis topoisomerase I activity. Y. pestis Topo-I cleavage product accumulation, plate reader. activity, % at 10 µM. 0.064% of 360,000 active. AID 504884; in the data active = activity above about 50%, passing the limit was not always enough; also: inactives centre near 2
BoNT A protease = blocks Botulinum neurotoxin A light chain protease; inhibition, % at 10 µM; 0.17% of 360,000 active; multiplex microsphere protease substrate cleavage, flow cytometry; also: plate controls were buffer without enzyme for full effect and enzyme alone for no effect
TcdB inh = inhibitors of Clostridioides difficile toxin B glycohydrolase; TcdB glycohydrolase enzymatic assay, plate reader; inhibition, % at 9.99 µM; P18177; 0.24% of 350,000 active; in the data active = inhibition above about 10%
Target sequence (P18177 whole entry, looked up): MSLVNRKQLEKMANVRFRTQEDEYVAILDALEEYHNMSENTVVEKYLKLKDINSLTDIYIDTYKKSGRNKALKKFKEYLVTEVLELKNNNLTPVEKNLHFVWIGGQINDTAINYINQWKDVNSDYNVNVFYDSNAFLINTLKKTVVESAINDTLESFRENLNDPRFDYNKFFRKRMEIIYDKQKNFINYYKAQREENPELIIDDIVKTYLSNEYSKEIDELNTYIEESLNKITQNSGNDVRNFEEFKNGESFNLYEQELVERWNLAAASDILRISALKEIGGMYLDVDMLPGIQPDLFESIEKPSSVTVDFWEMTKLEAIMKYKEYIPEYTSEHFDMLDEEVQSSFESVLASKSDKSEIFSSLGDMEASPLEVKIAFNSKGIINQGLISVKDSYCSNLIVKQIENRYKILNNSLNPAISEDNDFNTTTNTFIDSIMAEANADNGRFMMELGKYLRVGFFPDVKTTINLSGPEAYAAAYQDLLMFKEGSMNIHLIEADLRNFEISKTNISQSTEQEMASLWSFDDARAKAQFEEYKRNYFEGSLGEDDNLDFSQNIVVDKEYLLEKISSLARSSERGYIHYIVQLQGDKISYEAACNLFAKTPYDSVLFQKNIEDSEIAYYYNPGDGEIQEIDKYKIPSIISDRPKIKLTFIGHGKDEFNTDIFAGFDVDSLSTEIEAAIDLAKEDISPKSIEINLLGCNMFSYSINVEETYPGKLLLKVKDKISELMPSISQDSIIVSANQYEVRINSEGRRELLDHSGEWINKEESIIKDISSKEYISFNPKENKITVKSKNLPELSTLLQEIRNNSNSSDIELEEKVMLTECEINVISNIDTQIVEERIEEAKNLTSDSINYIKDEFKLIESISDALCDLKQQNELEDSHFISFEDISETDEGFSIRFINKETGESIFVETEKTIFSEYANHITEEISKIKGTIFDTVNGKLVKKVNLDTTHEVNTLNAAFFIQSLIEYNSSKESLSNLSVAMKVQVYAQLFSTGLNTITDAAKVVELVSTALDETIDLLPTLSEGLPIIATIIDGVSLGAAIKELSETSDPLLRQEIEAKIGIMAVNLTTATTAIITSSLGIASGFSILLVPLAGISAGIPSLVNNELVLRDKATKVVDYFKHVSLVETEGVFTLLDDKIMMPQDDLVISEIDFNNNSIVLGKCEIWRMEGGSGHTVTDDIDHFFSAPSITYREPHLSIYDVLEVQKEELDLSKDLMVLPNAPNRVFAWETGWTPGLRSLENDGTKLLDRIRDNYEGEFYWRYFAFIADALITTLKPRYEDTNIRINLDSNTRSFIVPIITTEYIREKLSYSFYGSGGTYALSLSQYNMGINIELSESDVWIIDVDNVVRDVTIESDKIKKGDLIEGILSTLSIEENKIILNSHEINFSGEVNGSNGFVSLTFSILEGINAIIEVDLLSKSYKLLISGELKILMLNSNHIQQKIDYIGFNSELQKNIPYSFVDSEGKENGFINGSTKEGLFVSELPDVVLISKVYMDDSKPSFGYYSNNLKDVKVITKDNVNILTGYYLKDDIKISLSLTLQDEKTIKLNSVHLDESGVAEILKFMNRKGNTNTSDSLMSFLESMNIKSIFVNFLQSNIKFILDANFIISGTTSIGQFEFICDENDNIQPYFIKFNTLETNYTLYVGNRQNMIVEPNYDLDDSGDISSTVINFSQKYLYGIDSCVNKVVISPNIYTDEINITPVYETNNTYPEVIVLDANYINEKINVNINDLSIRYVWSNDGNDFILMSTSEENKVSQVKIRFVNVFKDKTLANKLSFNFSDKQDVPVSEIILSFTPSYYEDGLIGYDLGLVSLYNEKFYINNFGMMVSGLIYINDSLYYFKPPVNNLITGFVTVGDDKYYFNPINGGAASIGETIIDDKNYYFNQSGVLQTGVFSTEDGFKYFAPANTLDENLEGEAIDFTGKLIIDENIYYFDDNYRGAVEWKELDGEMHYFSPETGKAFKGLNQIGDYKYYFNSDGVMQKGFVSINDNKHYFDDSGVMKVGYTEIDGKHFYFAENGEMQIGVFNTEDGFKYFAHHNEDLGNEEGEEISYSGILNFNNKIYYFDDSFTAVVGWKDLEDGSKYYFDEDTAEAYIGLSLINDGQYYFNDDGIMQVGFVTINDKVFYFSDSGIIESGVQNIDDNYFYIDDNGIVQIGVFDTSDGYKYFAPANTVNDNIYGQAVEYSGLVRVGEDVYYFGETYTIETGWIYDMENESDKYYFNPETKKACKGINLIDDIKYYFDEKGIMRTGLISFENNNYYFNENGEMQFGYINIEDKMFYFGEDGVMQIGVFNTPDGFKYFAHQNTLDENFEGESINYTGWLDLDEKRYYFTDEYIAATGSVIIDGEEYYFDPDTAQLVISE
Anthrax LF inh2 = anthrax lethal factor protease inhibition. P15917. multiplex microsphere protease cleavage assay, LF. inhibition, % at 10 µM. 0.12% of 360,000 active. AID 588501; also: plate controls were buffer without enzyme for full effect and enzyme alone for no effect
PriA SSB inh = blocks PriA binding to SSB C-terminal tail; AlphaScreen SSBct-PriA binding, biotinylated peptide; inhibition, % at 33 µM; 0.6% of 430,000 active; in the data active = inhibition mostly above about 37%, no sharp cut-off; inactive = mostly below about 20%;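 also: plate controls were negative control peptide for no effect and reference peptide for full effect; strong numbers were not always called active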
3CLpro inhibitor = SARS-CoV 3CLpro protease inhibition; recombinant SARS-CoV 3CLpro, quenched FRET peptide cleavage; 0.14% of 290,000 active; P0C6X7; inhibition, % at 6 µM; in the data active = inhibition above about 12%
PrPC surface inh = reduces human prion protein on the cell surface. cell surface PrPC, TR-FRET read-out. inhibition, % at 13.8 µM. 0.43% of 370,000 active. P04156; in the data active = inhibition above about 24%; also: 0% = median of the test wells and 100% = reference compound wells
PfHsp40 yeast = rescue of PfHsp40-mediated yeast toxicity; growth rescue, % at 12.5 µM; S. cerevisiae expressing PfHsp40, growth rescue, ATP luminescence; 0.68% of 340,000 active; in the data active = growth rescue above about 28%, passing the limit was not always enough;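 also: yeast W303a lacking pdr1 and pdr3 grown in galactose medium; growth measured after three days at 30 °C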
Numbers without * were called inactive; i = inactive; . = no result given; & = joins results of further samples. Rule as the data show it, unless noted: active = inhibition above about 30%; inconclusive = no clear call, values can overlap the other calls; inactive = below that.

#	mol	BH1578 lux ind	Y pestis TopoI	BoNT A protease	TcdB inh	Anthrax LF inh2	PriA SSB inh	3CLpro inhibitor	PrPC surface inh	PfHsp40 yeast
1	COc1ccc([N+](=O)[O-])cc1NS(=O)(=O)c1ccccc1	-0.1	0.0	0.5	.	-0.1	-6.1	2.9	-8.1	-0.3
2	CN1C(=O)[C@H]2[C@@H](/C=C/c3ccccc3)N3C(=O)CN(Cc4ccc(-c5ccccc5)cc4)C(=O)[C@@]3(Cc3ccccc3)[C@H]2C1=O	i	20.9	-0.3	-0.8	-9.4	5.2	-4.0	0.5	0.4
3	Cn1cnc([N+](=O)[O-])c1Sc1ncnc2nc[nH]c12	-0.3	16.1	0.1	5.2	8.1	-0.7	5.5	-3.4	0.6
4	CC(C)N(C)c1ncnc2c1ncn2[C@H]1CN(Cc2ccc3c(c2)OCO3)C[C@@H](CO)O1	0.3	3.6	-0.4	-0.6	-7.1	.	.	2.9	.
5	COc1ccc(C2/C=C\CN(C(=O)C3CC3)CC(=O)N2Cc2ccc(F)cc2)cc1 (stereo not drawn)	0.6	4.7	-0.2	0.7	2.3	0.3	.	1.3	-2.2
6	Cc1ccc(NC(=S)NN(C)c2nc(C)cnc2C)cc1	-0.2	2.6	-1.6	.	-1.9	-3.9	-0.8	1.3	-2.9
7	Cc1ccc(C)c(Cc2c(C)nc3c(C(=O)N4CCOCC4)cnn3c2C)c1	0.7	10.0	1.9	.	-0.7	3.6	-3.4	8.9	1.2
8	COC(=O)CC1COc2ccccc2N1C(=O)c1cc(OC)c(OC)c(OC)c1 (stereo not drawn)	i	-2.5	-1.8	0.7	3.1	-7.8	-8.7	11.4	-1.9
9	CCOc1cccc2c1OC1(C)CC2NC(=O)N1c1cccc(F)c1 (stereo not drawn)	i	-2.8	1.0	.	-1.9	-2.4	1.6	-7.1	-0.8
10	CCOC(=O)C(CN1CCCC1)c1ccccc1 (stereo not drawn)	0.1	-8.6	-0.5	0.5	1.6	-6.9	.	-9.5	-0.5
11	COc1ccc(OC)c(C2C(C(=O)Nc3nc4ccccc4s3)=C(C)NC3=C2C(=O)CCC3)c1 (stereo not drawn)	1.7	-0.6	-0.2	.	6.8	-26.4	-1.3	-7.6	1.1
12	CS(=O)(=O)Nc1ccc(C2=NN(C(=O)c3ccco3)C(c3ccc(F)cc3)C2)cc1 (stereo not drawn)	i	-2.1	0.3	-1.6	-1.5	15.5	2.0	9.6	1.0
13	CC1Cn2c(nnc2-c2ccccc2O)S1 (stereo not drawn)	-0.2	4.5	-1.3	1.5	-3.3	-6.3	-2.6	-0.4	-0.5
14	O=C(CN1CCOCC1)Nc1c(C(=O)C2CC2)oc2ccccc12	-0.3	-2.1	-0.1	1.3	0.1	1.4	0.6	-11.6	1.9
15	COc1ccc(NC(=O)c2cc(C3CCCCN3C(=O)OCc3ccccc3)on2)c(C)c1 (stereo not drawn)	-3.3	23.2	0.5	-0.4	-2.0	.	.	-6.5	.
16	CCOC(=O)C1(CCc2ccccc2)CCN(C(=O)C(C)n2cncn2)CC1 (stereo not drawn)	-0.3	6.9	-0.4	-0.1	-2.9	-7.6	-0.4	8.1	0.3
17	CCOC(=O)C1CCN(C(=O)c2sc3ncn(CC(=O)N4CCCCC4)c(=O)c3c2C)CC1	-1.2	-0.4	0.4	2.0	-1.8	.	.	0.1	.
18	Cc1nn(-c2ccccc2)c(C)c1C1C(C#N)=C(N)Oc2n[nH]c(C)c21 (stereo not drawn)	-0.6	2.7	3.5	.	4.9	-7.9	-0.2	0.5	-1.8
19	COc1ccc(-c2c(C)nn3c(N4CCC(C(=O)N5CCCCC5)CC4)cc(C)nc23)cc1OC	-0.2	23.7	-0.3	-0.2	-5.6	-6.7	.	0.2	0.3
20	Cc1cc(C)c(C(=O)COC(=O)c2cccnc2Cl)c(C)c1	i	13.5	-1.0	1.5	-5.1	-45.9	-1.1	-0.6	-1.0
21	CS(=O)(=O)N(CCC#N)Cc1ccc(C=O)o1	i	-9.9	-0.9	1.3	-0.7	-10.1	1.2	2.1	0.9
22	O=C(NCc1cccs1)c1csc(COCCO)n1	i	-3.1	-0.2	0.9	-2.0	.	.	-1.1	.
23	COc1ccc(CNC(=O)Cn2nc(Cc3cccnc3)c3ccccc3c2=O)cc1	0.3	-7.1	-0.1	0.7	5.2	-1.9	0.5	-5.4	-0.7
24	CCCN(C(=O)c1nc2nccc(C)n2n1)c1c(N)n(Cc2ccccc2)c(=O)[nH]c1=O	i	-4.7	-0.3	-0.1	-5.0	-1.7	.	5.6	1.1
25	Cc1ccc(OCCCC(=O)N2CCOCC2)c(C)c1	i	3.6	0.0	.	-1.6	-1.9	8.5	5.4	1.3
26	CC(=O)NC1=NC(=O)CS1	i	-3.2	1.8	.	1.5	-4.0&3.0&-11.9	1.4	-2.8	-0.5
27	Cc1nc(N2CCNCC2)c2c3c(sc2n1)CCCC3	i	-4.3	.	.	.	-1.5	0.9	.	0.3
28	CCc1ccc(CN(C)Cc2c(C(=O)N3CCOCC3)nc3c(C)cccn23)nc1	i	-3.1	-0.2	0.0	0.4	.	.	-4.8	.
29	COc1cccc(-c2nc(NCCN3CCOCC3)c3ccccc3n2)c1O	-0.7	-13.5	-0.4	.	-5.7	14.3	-5.0	8.2	-1.2
30	Cc1ccc(Cn2cc(CN3CC(N4CCN(C)CC4)CS3(=O)=O)nn2)cc1 (stereo not drawn)	.	.	-0.1	-0.1	3.6	.	.	3.9	.
31	Cc1nnc(NC(=O)CC(C)c2ccccc2)s1 (stereo not drawn)	-2.3	3.2	-3.0	0.9	2.7	-9.1	0.6	-8.9	-0.7
32	N#CCCN(NC(=O)OCc1ccccc1)C(=O)OCc1ccccc1	-0.1	0.6	0.0	-1.1	7.1	-14.4	.	3.6	0.4
33	COc1ccc(CCNC(=S)c2ccccc2)cc1OC	i	2.2	0.0	-0.8	5.1	-6.7	6.5	1.7	23.0
34	CC1CCCCC1NC(=O)c1cc(=O)[nH]c2ccccc12 (stereo not drawn)	i	2.4	-2.4	0.1	6.9	-7.3	.	-2.0	-1.3
35	COC(=O)c1ccc(CO/N=C/c2cccc([N+](=O)[O-])c2)cc1	i	-10.8	3.2	0.7	15.8	.	6.4	5.7	-1.2
36	CCc1ccc(OCC(=O)N/N=C/c2cc([N+](=O)[O-])ccc2N2CCOCC2)cc1	-0.5	-7.2	-0.4	2.3	2.6	.	2.3	-5.5	3.1
37	CC(C(=O)Nc1ccc(Cl)cc1)N1C(=O)NC2(CCCC2)C1=O (stereo not drawn)	-0.4	0.9	0.9	0.0	-2.4	-8.5	-0.2	7.9	0.5
38	O=C(Nc1sc2c(c1C(=O)NCCO)CCCC2)c1ccco1	-0.6	2.5	-0.7	2.5	-2.4	-7.8	-0.4	-0.8	0.4
39	CC1=C(C(=O)OC(C)C)C(c2cccs2)NC(=O)N1 (stereo not drawn)	0.0	-2.4	-1.1	-0.3	5.2	-19.1	-0.2	6.1	0.3
40	Cc1ccc(NC(=O)N2CCC(O)(c3ccc(Cl)cc3)CC2)cc1	9.1	-4.6	-1.2	.	4.3	-9.2	-4.1	-2.1	1.0
41	O=C(CNS(=O)(=O)c1ccc(Cl)c(C(F)(F)F)c1)NC1CCCCC1	-2.8	6.5	-0.6	-1.0	-9.7	-5.0	.	10.9	0.9
42	Cc1cn2c(=O)c(C(=O)NCc3ccc4c(c3)OCO4)cnc2s1	i	-3.6	0.9	1.2	1.1	2.8	.	2.1	0.2
43	COc1ccc(N2CCN(C(=O)c3ccc(N4C(=O)NC5CC4(C)Oc4ccccc45)cc3)CC2)cc1 (stereo not drawn)	i	31.5	0.5	.	-4.4	8.2	-2.7	3.9	-0.4
44	O=C(Cn1nnc2ccccc2c1=O)Nc1ccc2c(c1)CCC2	-0.5	2.6	-0.5	0.2	-1.0	-5.1	-5.5	-2.9	-1.0
45	O=C(NNS(=O)(=O)c1ccc(F)cc1)c1ccc2c(c1)OCO2	-1.1	-7.2	2.6	0.3	-2.4	-12.6	0.9	-0.6	-0.3
46	C=CCC[C@H](CCCCC)OC(=O)/C=C/[C@@H](O)[C@H](O)C[C@@H](O)CC=C	.	.	0.3	3.2	7.3	.	.	-1.7	.
47	OC1(c2ccc(Cl)c(Cl)c2)C[n+]2ccccc2N1Cc1ccccc1 (stereo not drawn)	-0.5	-4.1	-0.2	-1.3	-15.4	2.7	4.4	-6.3	1.4
48	CCCCn1c(=O)[nH]c(=O)c2c1nc(-c1ccc(C(F)(F)F)cc1)n2C	i	4.8	0.7	-0.3	6.8	4.5	-0.2	0.5	-0.8
49	N#Cc1ccc2[nH]cc(C3c4cc(F)ccc4C=C(c4ccsc4)N3c3ccc(C#CCCO)cc3)c2c1 (stereo not drawn)	.	.	0.5	0.8	-12.4	.	.	-13.6	.

By substructure, the compounds so far containing an aryl methoxy group.
#	mol	BH1578 lux ind	Y pestis TopoI	BoNT A protease	TcdB inh	Anthrax LF inh2	PriA SSB inh	3CLpro inhibitor	PrPC surface inh	PfHsp40 yeast
1	COc1ccc([N+](=O)[O-])cc1NS(=O)(=O)c1ccccc1	-0.1	0.0	0.5	.	-0.1	-6.1	2.9	-8.1	-0.3
5	COc1ccc(C2/C=C\CN(C(=O)C3CC3)CC(=O)N2Cc2ccc(F)cc2)cc1 (stereo not drawn)	0.6	4.7	-0.2	0.7	2.3	0.3	.	1.3	-2.2
8	COC(=O)CC1COc2ccccc2N1C(=O)c1cc(OC)c(OC)c(OC)c1 (stereo not drawn)	i	-2.5	-1.8	0.7	3.1	-7.8	-8.7	11.4	-1.9
11	COc1ccc(OC)c(C2C(C(=O)Nc3nc4ccccc4s3)=C(C)NC3=C2C(=O)CCC3)c1 (stereo not drawn)	1.7	-0.6	-0.2	.	6.8	-26.4	-1.3	-7.6	1.1
15	COc1ccc(NC(=O)c2cc(C3CCCCN3C(=O)OCc3ccccc3)on2)c(C)c1 (stereo not drawn)	-3.3	23.2	0.5	-0.4	-2.0	.	.	-6.5	.
19	COc1ccc(-c2c(C)nn3c(N4CCC(C(=O)N5CCCCC5)CC4)cc(C)nc23)cc1OC	-0.2	23.7	-0.3	-0.2	-5.6	-6.7	.	0.2	0.3
23	COc1ccc(CNC(=O)Cn2nc(Cc3cccnc3)c3ccccc3c2=O)cc1	0.3	-7.1	-0.1	0.7	5.2	-1.9	0.5	-5.4	-0.7
29	COc1cccc(-c2nc(NCCN3CCOCC3)c3ccccc3n2)c1O	-0.7	-13.5	-0.4	.	-5.7	14.3	-5.0	8.2	-1.2
33	COc1ccc(CCNC(=S)c2ccccc2)cc1OC	i	2.2	0.0	-0.8	5.1	-6.7	6.5	1.7	23.0
43	COc1ccc(N2CCN(C(=O)c3ccc(N4C(=O)NC5CC4(C)Oc4ccccc45)cc3)CC2)cc1 (stereo not drawn)	i	31.5	0.5	.	-4.4	8.2	-2.7	3.9	-0.4

Not all compounds are listed; rates above refer to the full screens.
